Compound activity deposited in PubChem by several laboratories.
Dynein cargo inh: blocks dynein driven cargo transport along microtubules. 3617.4 mouse cells, GR-EGFP nuclear translocation imaging; test concentration mostly 20 µM; stimulated with dexamethasone, 1 µM; active compounds read low. z-score, hits read low. 220,000 tested, 0.47% active;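 active means plate z-score of nuclear minus cytoplasmic receptor signal below a set negative limit, without overly bright fluorescence or cell loss, cut at about -3.5 in these data, passing the limit was not always enough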;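 further: z-score of nuclear minus cytoplasmic ring GR-EGFP intensity difference per well; some compounds called inactive have numbers as strong as hits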
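Buffer or medium: tetracycline-free induction medium containing charcoal-stripped FBS / Reagent: dexamethasone agonist, 1.0 µM final, for 30 min / Technique: automated 10x imaging of fixed Hoechst-stained cells / Times: induction 48 h, compound 1 h, agonist 30 min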
WT yeast gro inh: growth inhibition of WT yeast, mitochondrial fusion screen | 190,000 tested, 2.1% active | mitochondrial fusion phenotypic screen, WT strain | inhibition, % at 10 µM; in the data active means inhibition above about 58%; tested in S. cerevisiae
b-catenin transl: modulators of beta-catenin nuclear translocation; 190,000 tested, 0.3% active; HeLa beta-catenin nuclear translocation, immunofluorescence imaging; AID 1665; nuclear translocation activity, % at 5 µM;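 active means nuclear translocation activity above 50% at 5 µM, with a well cell count of 50 or more; inconclusive means wells under 50 cells across six images, flagged as toxic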;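 further: per-cell ratio of nuclear to cytoplasmic median beta-catenin stain intensity; plate controls were DMSO negative control for no effect and GSK-3 inhibitor IX positive control for full effect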
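System: Human HeLa cells, endogenous beta-catenin | Compound dosing: 5 µM primary, 0.02–20 µM confirmation | Timing: 24 h compound exposure at 37°C, 5% CO2 | Measured by: Fluorescence imaging of beta-catenin antibody stain plus DAPI | Read-out basis: % activation of per-cell nuclear versus cytoplasmic median beta-catenin signal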
T cell modulator: T cell immune modulators affecting CD8 T cell-vesicle binding. 2C CD8+ T cell-vesicle binding, flow cytometry; active compounds read low. calls only at 7 µM. 330,000 tested, 0.068% active;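 active means response, share of CD8 T cells binding vesicles, and their 90th percentile fluorescence all below set limits, cut at about 80% in these data, passing the limit was not always enough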
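incubation = binding step 1.5 h, 37 °C, antibody labelling 20 min, ice | test system = 2C mouse CD8+ T cells | read-out basis = percent CD8+ FL2 mean versus row control | controls = Peptide-free naked vesicles (low) and QL9 vesicles with 0.7% DMSO vehicle (high) | detection = flow cytometry of vesicle-bound cells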
Yfh1-off respiration: mitochondrial function rescue without frataxin homolog – Friedreich's ataxia, plus single-dose screen, dose response (AID 1465). one-dose fold induction at 50 µM; EC50 in µM for titrated hits. S. cerevisiae Yfh1-off respiration, WST-1 reduction, 72 h; higher fold induction means a stronger effect. 220,000 tested, 0.074% active;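 active means fold induction of absorbance versus untreated yeast above a set limit, then at least 30% activation at any dose in follow-up; inconclusive means repeats straddling the limit, or above it without dose testing; inactive means fold induction below the set limit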;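 further: activators that raise dye reduction in frataxin-depleted yeast; strong numbers were not always called active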
M1AAP inhibition: malaria alanyl aminopeptidase activity blockers – biochemical, fluorogenic H-Leu-NHMec substrate, 1536-well (AID 1445); recombinant M1AAP, H-Leu-NHMec fluorogenic kinetic assay; higher % means a stronger effect; inhibition, % at 30 µM, or IC50 in µM where a hit was titrated; 220,000 tested, 0.42% active;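 active means primary inhibition above the hit cutoff, then over 50% inhibition at one or more dose response concentrations, cut at about 23% in these data, passing the limit was not always enough; inconclusive means conflicting primary data, or primary hits not chosen for dose response; inactive means low primary inhibition, or under 50% at every dose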;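 further: plate controls were DMSO full reaction for no effect and no enzyme background for full effect; strong numbers were not always called active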
Autophagy mod: autophagy modulation, high-content screen; MEF GFP-LC3 puncta imaging; test concentration mostly 10 µM; calls only at 10 µM (by protocol); 190,000 tested, 0.98% active;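 active means percentage of spot-positive cells more than 3 SD above its plate mean, without a fluorescence outlier flag or 80% toxicity; inconclusive means no clear call, values can overlap the other calls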;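 further: spot-positive cell cutoff set from DMSO-treated cells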
MT stabilizer: microtubule stabilization, imaging screen; HeLa tubulin immunostaining HCS, 24 h; share of cells brighter than vehicle mean+2SD; % tubulin-high responders, % at 10 µM; 200,000 tested, 0.83% active;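 active means plate Z-score above 3 for both tubulin-high and condensed-nucleus cell shares, with cell loss under 80%, at 10 µM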;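 further: anti alpha tubulin signal scored within the nucleus-defined area of each cell; some results filed as inactive read as strong as hits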
M17LAP inhibition: P. falciparum M17LAP inhibitors, primary screen, biochemical, fluorogenic H-Leu-NHMec substrate, 1536-well (AID 1619); recombinant M17LAP, H-Leu-NHMec fluorogenic kinetic assay; higher % means a stronger effect; inhibition, % at 30 µM, or IC50 in µM where a hit was titrated; 220,000 tested, 0.38% active;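 active means compound inhibiting the enzyme by more than half at any dose during confirmatory dose-response retesting; inconclusive means strong single-dose inhibitors picked by rank but not retested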;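 further: plate controls were full reaction with DMSO carrier for no effect and no enzyme background for full effect; strong numbers were not always called active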
WT yeast gro inh mutant strain: second read-out of WT yeast gro inh, no call of its own (marks repeat the call); inhibition, %; mitochondrial fusion phenotypic screen, mutant strain inhibition
Dynein cargo inh cytoplasmic EGFP: second read-out of Dynein cargo inh, no call of its own (marks repeat the call); z-score; measured here: cytoplasmic GR-EGFP intensity; active compounds read high
Dynein cargo inh nuclear GR-EGFP: second read-out of Dynein cargo inh, no call of its own (marks repeat the call); z-score; measured here: nuclear GR-EGFP intensity;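 lower value marks the stronger effect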
Dynein cargo inh cell count: further read-out of Dynein cargo inh, marked with its call; z-score; measured here: cell count per field
b-catenin transl cell count 5 µM: further read-out of b-catenin transl, marked with its call; cell count; measured here: cell count, cytotoxicity flag
T cell modulator vesicle-bound %: second read-out of T cell modulator, no call of its own (marks repeat the call); double positive events, %; measured here: CD8+ vesicle-bound cell fraction;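 binding gate set so that unloaded-vesicle control wells show 10% double positive cells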
MT stabilizer Hoechst-high %: second read-out of MT stabilizer, no call of its own (marks repeat the call); % Hoechst-high responders; measured here: nuclear condensation Hoechst responders;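 share of cells brighter than vehicle mean plus two SD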
MT stabilizer cytotoxicity %: also measured in MT stabilizer; calls as there; toxicity, %; measured here: cytotoxicity by cell density;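 0% = mean cell density of plate MIN control wells and 100% = no cells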
Autophagy mod cell loss 18 h: further read-out of Autophagy mod, marked with its call; toxicity, %; measured here: cell loss, nuclei count;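 cell loss after 18 h compound exposure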
* hit, by the source's call; i = inactive; ? = inconclusive; · = no result given; + = active, no number.

SMILES | Dynein cargo inh | Dynein cargo inh cytoplasmic EGFP | Dynein cargo inh nuclear GR-EGFP | Dynein cargo inh cell count | WT yeast gro inh | WT yeast gro inh mutant strain | b-catenin transl | b-catenin transl cell count 5 µM | T cell modulator | T cell modulator vesicle-bound % | Yfh1-off respiration | M1AAP inhibition | Autophagy mod | Autophagy mod cell loss 18 h | MT stabilizer | MT stabilizer Hoechst-high % | MT stabilizer cytotoxicity % | M17LAP inhibition
CC(C)(C)OC(=O)N1CCC[C@H]1C(=O)NCC1CCC(C(=O)O)CC1 (stereo partly specified) | -0.229 | -0.25 | 0.0971 | 0.64 | 23.8 | 9.3 | -6.8 | 963 | i | 47.8 | i | -6.7% | i | -8.5 | 2.1 | 1.5 | 2.1 | 3.0%
Cc1ccc2nc(-c3ccc(NC(=O)CN(c4ccccc4C)S(C)(=O)=O)cc3)sc2c1 | 0.362 | -0.178 | 0.632 | 0.489 | 9.0 | 16.2 | 3.2 | 1059 | i | 38.9 | i | 0.3% | i | -24.1 | 3.6 | 2.1 | 5.0 | -19.8%
COCCCN=C1NN=C(c2cc(C)n(Cc3ccccc3Cl)c2C)CS1 | 0.1 | -0.127 | 0.107 | -0.0127 | -7.2 | 1.7 | 75.6* | 306* | i | 18.7 | i | 4.3% | + | 35.9* | 14.6* | 24.1* | 54.3* | 4.2%
CN1C(=O)C(O)(CC(=O)c2ccccn2)c2cc(Br)ccc21 (stereo unspecified) | 1.35 | -0.162 | 0.613 | -0.856 | 0.6 | 3.0 | -1.8 | 1228 | i | 26.2 | ? | 0.3% | i | 16.2 | 1.8 | 2.4 | 13.2 | 4.8%
O=C(c1cccs1)N1CCN(Cc2ccc3c(c2)OCO3)CC1 | -0.942 | 0.0251 | -0.115 | 0.166 | -56.1 | -22.8 | -2.3 | 986 | i | 46.7 | i | 3.5% | i | -8.6 | 3.2 | 3.1 | 3.2 | 7.6%
C=CCN(CC=C)CCOc1ccccc1[N+](=O)[O-] | 0.432 | -0.296 | 0.0365 | 1.15 | 1.4 | 1.9 | -2.5 | 1080 | i | 47.0 | i | -0.5% | i | 4.5 | 2.0 | 1.5 | 6.1 | 5.1%
O=C(CSc1ncnc2nc[nH]c12)Nc1ccc(Br)cc1Cl | 0.0987 | -0.237 | 0.451 | 0.299 | · | · | -1.1 | 1315 | i | 46.0 | i | 3.3% | · | · | · | · | · | 9.2%
C/C(N)=C(/C#N)C(=O)COC(=O)C1CCC(C(C)(C)C)CC1 (stereo unspecified) | -0.25 | 0.066 | 0.2 | 0.184 | 34.3 | 21.4 | 1.1 | 1126 | i | 36.5 | i | 3.4% | i | -1.1 | 2.0 | 1.4 | 5.7 | 4.4%
Cc1cc2c(c(=O)n1Cc1ccc3c(c1)OCO3)C(c1cccnc1)C(C#N)=C(N)O2 (stereo unspecified) | -0.653 | -0.0799 | -0.122 | 1.08 | -6.0 | 8.8 | -2.3 | 1031 | i | 17.7 | i | 0.1% | i | 6.0 | 1.8 | 3.4 | 8.7 | -5.0%
CC(C)(C)NC(=O)NC(=O)COC(=O)C1CC(=O)N(Cc2ccccc2)C1 (stereo unspecified) | 1.09 | 0.589 | 1.16 | -0.49 | 5.8 | 18.5 | -4.9 | 803 | i | 52.5 | · | 0.7% | i | 1.1 | 4.3 | 1.2 | 8.5 | -2.1%
COC(=O)C1=C(C)C(c2ccc(OC)cc2)NC(=O)N1 (stereo unspecified) | -0.595 | -0.326 | -0.298 | 0.618 | -3.9 | -1.6 | · | · | i | 49.3 | i | 1.7% | i | 1.3 | 2.9 | 1.9 | 4.2 | -3.8%
CCOC(=O)N1CCN(C(=O)CSc2ncnc3ccccc23)CC1 | 0.428 | -0.0577 | 0.606 | -0.955 | 15.8 | 13.4 | -0.4 | 997 | i | 24.8 | i | 0.0% | · | · | 2.0 | 2.3 | 7.4 | 7.1%
Fc1ccc(CN2CCN(c3ncccn3)CC2)cc1 | -0.703 | -0.049 | -0.17 | 0.574 | 0.3 | 2.5 | · | · | i | 28.9 | i | -3.1% | i | -2.3 | 1.9 | 1.8 | 4.3 | 3.5%
CCOC(=O)C1=C(NC(=S)NC(=O)c2ccccc2)c2ccccc2CC1(C)CC (stereo unspecified) | 3.26 | -0.00941 | 1.27 | -2.03 | 70.2* | 7.5* | -0.5 | 969 | i | 8.7 | i | 15.1% | i | -21.4 | 5.6 | 2.0 | 4.2 | 8.8%
Cc1cc2c(cc(C(=O)O)n2C)s1 | -0.129 | -0.22 | 0.165 | 0.21 | -9.3 | -20.8 | · | · | i | 57.2 | i | -3.2% | i | 6.9 | 1.9 | 3.0 | 9.8 | 4.3%
CC(C)c1csc(CN2CCC(CO)(Cc3ccccc3)CC2)n1 | 1.22 | -0.0699 | 0.884 | -1.28 | 15.0 | 7.3 | 0.6 | 919 | i | 58.7 | i | -5.8% | i | 5.1 | 3.1 | 1.6 | 6.7 | -28.2%
c1ccc(CCc2nc(-c3cccnc3)no2)cc1 | 1.99 | 0.0236 | 0.743 | -2.43 | -11.1 | -5.0 | -0.9 | 1086 | i | 34.6 | i | -0.6% | i | 0.5 | 3.5 | 1.5 | 6.9 | -1.6%
O=C1NC(=O)C2C3c4ccccc4C(c4ccccc43)C12 (stereo unspecified) | 0.859 | -0.223 | 0.0515 | -0.175 | -0.4 | -8.9 | -6.0 | 874 | i | 36.2 | i | 10.3% | i | 4.8 | 1.3 | 0.9 | 1.3 | 10.6%
Cc1ccc(C(=O)C2C(c3cccs3)NC(=O)NC2(O)C(F)(F)F)cc1 (stereo unspecified) | 0.799 | -0.249 | 0.329 | -0.748 | -6.4 | -17.4 | 0.1 | 987 | i | 63.6 | i | -4.9% | i | -11.7 | 3.1 | 2.1 | 7.1 | -7.6%
CC(O)CNc1ccc(-c2nn(C)c(=O)c3ccccc23)cc1[N+](=O)[O-] (stereo unspecified) | 0.216 | -0.293 | 0.553 | 0.456 | -15.4 | -3.5 | 6.1 | 976 | i | 61.5 | i | 3.4% | i | -2.4 | 3.4 | 3.9 | 1.0 | -2.9%
CCN1C(=O)/C(=C/C=C2\N(CC)c3cc(S(=O)(=O)N(C)C)ccc3N2c2ccccc2)SC1=S | -0.413 | 6.25 | 0.889 | -0.131 | · | · | 6.1 | 1244 | i | 61.6 | i | 7.8% | · | · | · | · | · | 6.1%
CCN(CC)S(=O)(=O)c1cccc(S(=O)(=O)c2cccc(S(=O)(=O)N(CC)CC)c2)c1 | -0.257 | -0.468 | -0.265 | 0.558 | · | · | -2.8 | 840 | i | 14.6 | i | · | i | 1.8 | 3.1 | 1.6 | 0.7 | ·
O=C(c1coc(=O)c(Br)c1)N1CCC(C(O)(c2ccccc2)c2ccccc2)CC1 | -4.54* | 0.333* | -1.81* | 0.676* | · | · | 3.8 | 1107 | i | 57.4 | i | 10.8% | · | · | · | · | · | -11.4%
CC(Cl)C(=O)NNC(=O)CNS(=O)(=O)c1ccccc1 (stereo unspecified) | 0.464 | -0.0286 | 0.267 | -1.7 | -3.9 | -3.3 | -0.4 | 1558 | i | 46.6 | i | 3.2% | i | -13.7 | 1.6 | 2.7 | 2.4 | 1.5%
CC(C)C[C@H](NC(=O)c1nc[nH]c1C(=O)NCC(=O)OC(C)(C)C)C(=O)OC(C)(C)C | 0.588 | -0.831 | 0.352 | -0.215 | · | · | -0.5 | 1190 | i | 50.0 | i | -1.2% | · | · | · | · | · | -10.2%
c1ccc(-c2nnc(N3CCOCC3)c3ccccc23)cc1 | 0.24 | -0.25 | -0.167 | 0.476 | -7.3 | -1.4 | 1.2 | 921 | i | 64.4 | i | 5.8% | i | -2.0 | 2.0 | 2.1 | 7.2 | 3.2%
CCCNC(=O)C(=O)N/N=C/c1ccc(OCc2ccccc2)cc1 | 0.373 | -0.285 | 0.606 | -0.879 | -8.3 | -5.9 | 0.1 | 1118 | i | 51.2 | i | 6.0% | i | 4.5 | 2.8 | 3.8 | 7.7 | 5.3%
Cc1cc(=O)[nH]c(SCCCOc2ccccc2Cl)n1 | 0.774 | -0.14 | 0.369 | -1.05 | 1.3 | 5.9 | · | · | i | 14.8 | i | 9.8% | i | 3.0 | 1.5 | 0.9 | 1.7 | 1.6%
O=C(Cn1cc(C(F)(F)F)cc(Cl)c1=O)NCCc1ccccc1 | 0.556 | -0.273 | 0.443 | -0.46 | 16.7 | 3.9 | -1.1 | 1118 | i | 54.1 | i | -1.7% | i | 21.2 | 1.9 | 2.7 | 6.9 | -15.8%
Cc1ccccc1NC(=O)C1CCC(C)(C(=O)O)C1(C)C (stereo unspecified) | -0.877 | -0.283 | -0.293 | 0.779 | 17.8 | 3.6 | 2.0 | 1237 | i | 17.9 | i | -0.3% | i | 3.3 | 2.7 | 2.8 | 8.3 | 3.2%
